# MEKK2mut PB1 HTS: signal of MEK5 binding to mutant human MEKK2 PB1 domain | hit rate 0.35% among 290,000 | bead flow cytometry, Alexa488-MEK5 binding to MEKK2 mutant | percent response, % at 10 µM; in the data active = percent response above about 24%, passing the limit was not always enough; note: inactives centre near 1; some results filed as inactive read as strong as hits; reference of the scale not given here
# MEKK3 PB1 HTS: raises or lowers MEK5 binding to the human MEKK3 PB1 domain. Q99759. bead-based flow cytometry, Alexa488-MEK5 binding to MEKK3; actives lie on both sides; 0 = blocked by unlabeled MEK5, 100 = vehicle. binding response (% of control), % at 10 µM. hit rate 1.4% among 290,000;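 active = binding response more than 3 SD above or below the average of its plate-row segment, actives on both sides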;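 note: Alexa488 bead fluorescence after subtracting the streptavidin-only scavenger bead signal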
# Target sequence (Q99759 whole entry, looked up, the tested form may be a part): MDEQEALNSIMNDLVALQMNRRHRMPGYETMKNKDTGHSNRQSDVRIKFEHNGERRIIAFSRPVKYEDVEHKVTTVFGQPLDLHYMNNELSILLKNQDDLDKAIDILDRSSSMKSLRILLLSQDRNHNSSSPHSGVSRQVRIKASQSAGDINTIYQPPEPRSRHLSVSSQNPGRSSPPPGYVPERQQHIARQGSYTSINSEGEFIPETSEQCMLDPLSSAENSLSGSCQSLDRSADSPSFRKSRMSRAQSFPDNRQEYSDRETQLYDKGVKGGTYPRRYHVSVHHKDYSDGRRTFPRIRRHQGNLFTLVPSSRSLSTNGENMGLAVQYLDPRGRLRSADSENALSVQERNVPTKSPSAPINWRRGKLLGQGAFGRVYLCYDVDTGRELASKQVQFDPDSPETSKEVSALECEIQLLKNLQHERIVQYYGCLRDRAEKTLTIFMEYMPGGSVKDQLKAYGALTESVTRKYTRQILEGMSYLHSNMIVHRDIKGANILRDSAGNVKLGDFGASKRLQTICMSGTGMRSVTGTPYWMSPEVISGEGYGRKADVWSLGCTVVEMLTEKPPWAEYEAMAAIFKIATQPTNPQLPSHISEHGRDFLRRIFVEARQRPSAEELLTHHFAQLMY
# PHOSPHO1 inh: inhibitors of human PHOSPHO1 phosphatase. Q8TCT1. AID 1565. inhibition, % at 13.3 µM. recombinant PHOSPHO1, absorbance phosphatase assay. hit rate 1.1% among 290,000; in the data active = inhibition above about 60%
# Target sequence (Q8TCT1 whole entry, looked up): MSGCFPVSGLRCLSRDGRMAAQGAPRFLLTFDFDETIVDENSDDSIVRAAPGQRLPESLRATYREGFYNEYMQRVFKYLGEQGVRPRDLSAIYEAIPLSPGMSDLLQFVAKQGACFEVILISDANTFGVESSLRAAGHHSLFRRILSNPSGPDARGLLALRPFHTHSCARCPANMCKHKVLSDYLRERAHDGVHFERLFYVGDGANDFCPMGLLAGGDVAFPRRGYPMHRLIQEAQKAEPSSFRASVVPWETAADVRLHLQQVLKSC
# MEKK2wt PB1 HTS: raises or lowers MEK5 binding to wildtype human MEKK2 PB1 domain; Q9Y2U5; bead flow cytometry, Alexa488-MEK5 binding to MEKK2 WT; actives lie on both sides; binding response (% of control), % at 10 µM; hit rate 1.1% among 290,000; in the data active = binding response below about 67% or above about 130%
# DNA FID counter: displaces DNA intercalator in HCV helicase counter-screen | DNA fluorescent intercalator displacement, fluorescence | hit rate 0.17% among 290,000 | inhibition, % at 7.9 µM | AID 1845; in the data active = inhibition above about 37%;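 note: 0% = vehicle and 100% = reference compound; higher means more ethidium bromide displaced from hairpin DNA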
# OXTR ag: activates the human oxytocin receptor; activation, % at 3 µM; AID 2435; CHO-OTR cells, Fluo-8 calcium fluorescence; normalized: DMSO 0%, oxytocin 100%; hit rate 0.32% among 320,000; P30559;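 active = activation above the mean of all tested compounds plus 3 SD, cutoff set per screening run, cut at about 20% in these data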;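 note: peak over basal fluorescence ratio from a 100 s FLIPR kinetic read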
# NALP1 inh: blocks the NALP1 inflammasome reconstituted in yeast; S. cerevisiae NALP1/ASC/caspase-1 growth, X-gal OD620, 72 h; inhibition, % at 10 µM; hit rate 0.61% among 280,000; in the data active = inhibition mostly above about 24%, no sharp cut-off; inactive = mostly below about 32%; note: some compounds called inactive have numbers as strong as hits
# PfM18AAP inh: PfM18AAP enzyme inhibition | recombinant PfM18AAP, H-Glu-NHMec fluorogenic cleavage | inhibition, % at 7.35 µM | hit rate 1.2% among 290,000;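 active = inhibition above the campaign mean inhibition over all tested compounds plus 3 SD, cut at about 28% in these data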;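 note: 0% = plate median of test compound wells and 100% = 2 mM ZnCl2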
# GPR7 antagonist: antagonists of human GPR7 (neuropeptides B/W receptor 1); AID 1861; GPR7-expressing cells, fluorescence antagonist assay; hit rate 1.1% among 290,000; P48145; inhibition, % at 4.4 µM; in the data active = inhibition above about 16%, passing the limit was not always enough;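 note: cells stimulated with the agonist NPW; 0% = agonist with vehicle and 100% = vehicle without agonist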
# * = called active by the depositor; nt = not tested or not shown.
SMILES,MEKK2mut PB1 HTS,MEKK3 PB1 HTS,PHOSPHO1 inh,MEKK2wt PB1 HTS,DNA FID counter,OXTR ag,NALP1 inh,PfM18AAP inh,GPR7 antagonist
CC(=O)N1CCC(N(CCN2CCOCC2)C(=S)Nc2ccccc2C)CC1,1,104,-4,106,-4,-0.7,18,-1,-6
CCOC(=O)c1c(NC(=O)C2C3C=CC(C3)C2(C)C(=O)O)sc2c1CCCC2 (stereo not given),-2,103,-14,97,-38,2.2,15,-4,0
CCOC(=O)c1c(NC(=O)c2ccc(N3CCOCC3)c([N+](=O)[O-])c2)sc(C)c1C,-2,99,0,98,2,nt,1,1,-8
CCCCSc1nsc(NC(C)=O)n1,-4,100,-14,94,2,0.3,8,-4,-15
CCCCC1CC1C(=O)Nc1ccc(OC)c(OC)c1 (stereo not given),0,89,-4,94,-14,-1.7,18,2,-7
Cc1ccc2c(c1)N(CC(=O)NCc1cccnc1)C(=O)CO2,3,87,2,110,0,1.3,7,81*,-7
S=C(NCc1ccc2c(c1)OCO2)NCc1ccc2c(c1)OCO2,-2,89,23,93,22,4.3,16,-7,8
CCCCC(=O)Nc1ccc2c3c(cccc13)C(=O)N2CC,0,100,54,103,-10,-0.3,22,-4,-4
O=C1c2ccncc2C(=O)N1CO,-2,97,13,95,-3,0.2,6,-5,-4
Cc1ccc(-c2nc3ncccn3c2Nc2ccccc2C)o1,-39,59,9,59,-10,-1.1,-1,-55,16

# Complete entries, quoted from the list:
# S=C(NCc1ccc2c(c1)OCO2)NCc1ccc2c(c1)OCO2 in the list: MEKK2mut PB1 HTS = -2; MEKK3 PB1 HTS = 89; PHOSPHO1 inh = 23; MEKK2wt PB1 HTS = 93; DNA FID counter = 22; OXTR ag = 4.3; NALP1 inh = 16; PfM18AAP inh = -7; GPR7 antagonist = 8
# CCOC(=O)c1c(NC(=O)c2ccc(N3CCOCC3)c([N+](=O)[O-])c2)sc(C)c1C in the list: MEKK2mut PB1 HTS = -2; MEKK3 PB1 HTS = 99; PHOSPHO1 inh = 0; MEKK2wt PB1 HTS = 98; DNA FID counter = 2; OXTR ag = nt; NALP1 inh = 1; PfM18AAP inh = 1; GPR7 antagonist = -8

# Carrying on.
SMILES,MEKK2mut PB1 HTS,MEKK3 PB1 HTS,PHOSPHO1 inh,MEKK2wt PB1 HTS,DNA FID counter,OXTR ag,NALP1 inh,PfM18AAP inh,GPR7 antagonist
COC(=O)c1ccc(/C=N\n2c(C)nnc2C)cc1,-1,99,28,98,5,0.0,27,-5,0
COc1cc(C(=O)N/N=C(\C)c2ccc3c(c2)OCO3)cc(OC)c1OC,-3,96,32,99,-14,-0.8,5,-1,6
CC(=O)c1ccc(OCCCC(=O)OCc2nnc(-c3ccc(Cl)cc3)o2)cc1,-2,102,-16,99,-10,5.3,-11,3,-7
O=C1c2ccc(Oc3ccc([N+](=O)[O-])cc3)cc2C(=O)N1CCO,0,102,-2,101,-2,7.2,-11,-3,7
Cc1cc([N+](=O)[O-])ccc1N=Nc1c(N)[nH]n(-c2ccccc2)c1=O,0,98,37,102,2,-0.2,-2,-2,-7
O=[n+]1c2c(n([O-])c3c1CCC3)CCCC2,14,98,20,100,-2,0.6,0,4,17
COc1ccc(C(CNc2ccc(C(F)(F)F)cn2)N(C)C)cc1OC (stereo not given),-1,101,20,103,3,0.8,11,-9,-1
CCOC(=O)c1ccc(NC2c3ccccc3C(=O)N2c2ccc(C)cn2)cc1 (stereo not given),8,108,9,106,-2,-1.2,1,3,-16
CCOC(=O)c1cc(-c2ccccc2)nn1CC1CC(c2cccc([N+](=O)[O-])c2)=NO1 (stereo not given),-4,103,nt,97,nt,-1.4,nt,nt,nt
CCOc1ccc(-n2c(C)nc3cc(C(=O)NCc4ccc5c(c4)OCO5)ccc32)cc1,-2,99,10,97,-27,-0.8,43,1,-13

# Printed as active in PfM18AAP inh, among the entries above:
SMILES | MEKK2mut PB1 HTS | MEKK3 PB1 HTS | PHOSPHO1 inh | MEKK2wt PB1 HTS | NALP1 inh | PfM18AAP inh | GPR7 antagonist
Cc1ccc2c(c1)N(CC(=O)NCc1cccnc1)C(=O)CO2 | 3 | 87 | 2 | 110 | 7 | 81* | -7

# (further entries)
SMILES,MEKK2mut PB1 HTS,MEKK3 PB1 HTS,PHOSPHO1 inh,MEKK2wt PB1 HTS,DNA FID counter,OXTR ag,NALP1 inh,PfM18AAP inh,GPR7 antagonist
Cc1cc2c(cc1C)N(C(=O)CN1C(=O)c3ccccc3C1=O)C(C)(C)c1ssc(=S)c1-2,8,100,47,94,-1,-1.6,1,-14,-7
CCOC(=O)c1oc2ccccc2c1CN1CCN(C(=O)c2ccccc2)CC1,10,104,-9,104,-28,-2.0,23,4,-8
CCOC(=O)c1nccnc1C(=O)Nc1ccc(C(F)(F)F)cc1,1,107,4,107,-1,-1.3,-16,-12,-3
Cc1cc(OCC(=O)NNC(=S)NCC2CCCO2)cc(C)c1Cl (stereo not given),4,102,-147,106,-27,-1.1,4,-3,-7
Cc1ccc(-c2cc(C(=O)NCCCN3CCOCC3)c3ccc(Cl)c(C)c3n2)cc1,14,102,-18,131,23,4.0,18,-7,22
O=C(CSc1ccc(Cl)cc1)Nc1ccccc1Oc1ccccc1,7,98,-2,111,-4,-1.5,22,-7,-6
NC(=O)c1cccc2c3c([nH]c12)CCCC3,11,105,16,104,-4,-1.0,0,2,5
Fc1ccccc1OCCCN1CCOCC1,7,105,12,107,9,0.2,14,2,7
O=C(Nc1cccc(C(F)(F)F)c1)C12CC3CC(CC(C3)C1)C2,-3,96,-8,97,-2,-2.5,3,12,-20
O=C(N/N=C/c1cc(Br)c(Br)o1)C(O)c1ccccc1 (stereo not given),1,118,-12,103,-5,0.6,26,8,-8
CCOc1ccc2nc(SCC#N)c(C#N)cc2c1,2,103,28,100,2,1.8,29,2,4
[N-]=[N+]=NC[C@H](c1ccccc1)N1CCN(Cc2ccccc2)CCC1=O,2,105,-7,109,-16,6.8,0,11,2
COc1ccc(/C=C/C(=O)OCC(=O)Nc2ccc(N3CCOCC3)cc2)cc1OC,-9,93,34,96,-18,0.0,30,-8,-4
O=C(NCCc1ccccc1)c1ccc(Cl)cc1[N+](=O)[O-],0,101,7,104,-4,nt,-27,-2,-11
Cc1sc2ncnc(OCC(=O)NC3CCS(=O)(=O)C3)c2c1C (stereo not given),-1,102,-3,99,-7,0.3,6,2,-11
COc1ccccc1N(C(=O)c1ccco1)C(C(=O)NC1CCCC1)c1cccs1 (stereo not given),1,101,51,98,-37,2.7,0,13,14
COc1ccc(C(=O)OCC(=O)NCC2CCCCC2)cc1S(=O)(=O)N1CCCc2ccccc21,6,110,-14,113,-3,0.3,3,2,-7
Cc1cc(N2CCN(C(=O)c3ccco3)CC2)n2nc(-c3cccc(Cl)c3)cc2n1,1,100,-12,101,3,-0.4,12,-2,-8
COc1ccc(OC)c(C2C(C(=O)c3ccccc3)=C(C)Nc3nc4ccccc4n32)c1 (stereo not given),-7,70,-16,73,3,-1.3,27,3,-7
COc1ccc(NC(=O)C23CC4CC(C2)CC(n2cnc(Br)n2)(C4)C3)c(C)c1,3,103,24,103,-21,0.4,8,-13,-2
O=C(c1cc2cc(F)ccc2[nH]1)N(Cc1cccnc1)CC1CCCN(C2CCCCC2)C1 (stereo not given),5,97,18,119,17,1.1,10,-4,4
O=C(O)CCCSCC(=O)Nc1ccccc1,-2,98,-20,99,1,0.9,0,-2,-1
CCOC(=O)c1cc(C)nc(N2CCCCC2)c1C#N,-17,91,19,95,-11,-2.6,15,-2,-19
CCCn1ncc(CN2CCC(n3nccc3NC(=O)c3ccccc3OC)CC2)c1C,2,99,17,101,3,nt,-47,0,-4
COc1ccc(OC)c(C(c2nnnn2C2CCCC2)N2CCN(c3ccc(F)cc3)CC2)c1 (stereo not given),5,107,-25,105,-28,-2.4,0,-2,18*
CCc1nnc(NC(=O)CN2CCN(Cc3ccc(F)cc3)CC2)s1,7,104,36,110,-5,0.8,5,0,-6
CCNc1nc(NCC)nc(Oc2ccc(OCc3ccccc3)nn2)n1,3,98,-15,83,-26,0.3,6,-2,-1
Cc1ccc(Nc2ccc(N3CCN(c4ccc([N+](=O)[O-])cc4)CC3)nn2)cc1,4,102,-8,102,-2,2.4,30,4,-4
CCC(=O)Nc1ccc(NC(=O)CSc2nnc(-c3ccco3)n2CC)cc1,8,103,24,106,-21,-0.1,-1,1,-4
CCOc1cc(C(=O)Nc2cc(C)ccc2OC)ccc1OCC(=O)N1CCCCC1,-2,114,-14,103,-36,-1.6,29,2,-6

# Pulled by compound from above, six records:
SMILES,MEKK2mut PB1 HTS,MEKK3 PB1 HTS,PHOSPHO1 inh,MEKK2wt PB1 HTS,DNA FID counter,OXTR ag,NALP1 inh,PfM18AAP inh,GPR7 antagonist
S=C(NCc1ccc2c(c1)OCO2)NCc1ccc2c(c1)OCO2,-2,89,23,93,22,4.3,16,-7,8
CCOC(=O)c1c(NC(=O)C2C3C=CC(C3)C2(C)C(=O)O)sc2c1CCCC2 (stereo not given),-2,103,-14,97,-38,2.2,15,-4,0
CCOC(=O)c1c(NC(=O)c2ccc(N3CCOCC3)c([N+](=O)[O-])c2)sc(C)c1C,-2,99,0,98,2,nt,1,1,-8
CCCCC1CC1C(=O)Nc1ccc(OC)c(OC)c1 (stereo not given),0,89,-4,94,-14,-1.7,18,2,-7
O=C(NCCc1ccccc1)c1ccc(Cl)cc1[N+](=O)[O-],0,101,7,104,-4,nt,-27,-2,-11
CCCn1ncc(CN2CCC(n3nccc3NC(=O)c3ccccc3OC)CC2)c1C,2,99,17,101,3,nt,-47,0,-4

# Additional structures
SMILES,MEKK2mut PB1 HTS,MEKK3 PB1 HTS,PHOSPHO1 inh,MEKK2wt PB1 HTS,DNA FID counter,OXTR ag,NALP1 inh,PfM18AAP inh,GPR7 antagonist
CC(=O)Nc1ccc(S(=O)(=O)NCc2nc(-c3ccccc3Cl)no2)cc1,-5,99,14,90,-8,0.8,13,-1,-5
CCC(C)c1ccc(OCC(=O)Nc2ccc3c(c2)C(=O)NC3=O)cc1 (stereo not given),6,103,41,104,-16,2.5,15,2,30*
CCOC(=O)C1CCCN(C(=O)C2CCN(S(=O)(=O)N3CCC4(CC3)OCCO4)CC2)C1 (stereo not given),5,101,25,100,-19,-0.5,28,-9,3
O=S(=O)(NCCN1CCOCC1)c1ccc(Cl)c(Cl)c1,5,105,14,108,-3,0.3,18,-4,-6
CCCC(=O)Nc1ccc(-c2csc(-c3cccnc3)n2)cc1,-2,101,29,99,-29,nt,28,-20,-8
Cn1cccc1Cc1nnc(SCC(=O)N2CCCc3ccccc32)n1-c1ccc(F)cc1,-8,82,-9,78,-39,-0.2,11,6,1
O=C(CN1C(=O)NC2(CCCCCCC2)C1=O)NCc1ccc2c(c1)OCO2,9,110,30,111,-8,-1.1,-6,0,-3
O=C(Nc1cc2ccccc2oc1=O)C1CCCCC1,1,101,24,100,1,-1.1,0,3,4
Cc1c(Cl)c([N+](=O)[O-])nn1CCCC(=O)NC1CCCCC1,-13,103,-26,89,-1,-0.1,13,5,-5
O=C(ON=C1CCN(S(=O)(=O)c2ccccc2)CC1)c1cccc(Cl)c1,-1,97,-10,97,-10,-0.5,-5,3,-15
Cc1nn(C(C)(C)C)c(NC(=O)c2ccccc2)c1C#N,9,105,nt,104,-3,-0.8,-1,0,-4
CCOC(=O)C1=C(C)NC(=O)CC1c1cc2c(cc1[N+](=O)[O-])OCO2 (stereo not given),-10,86,12,86,0,-0.2,25,22,-4
CCS(=O)(=O)N1CCC(NC(=O)c2ccco2)CC1,4,105,-6,109,-3,-0.4,4,-2,9

# Screening results as filed in PubChem.
